Screening data deposited in PubChem by several laboratories.
TLR4 MyD88 comp: inhibitors of TLR4-MyD88 association in cells, primary screen, cell-based, HeLa CL3-4, BLA complementation, FRET ratio. Toll-like receptor 4 (Homo sapiens) + Myeloid differentiation primary response protein …. HeLa CL3-4 TLR4/MyD88 BLA complementation. inhibition, % at 8.4 µM. hit rate 0.18% among 200,000. AID 861, 2007; in the data active = inhibition above about 25%;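 also: 0% = vehicle and 100% = reference inhibitor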
Diaph inh CS: diaphorase inhibitors and chemical oxidizers, primary screen, counter-screen for diaphorase-coupled primary assays, biochemical, uHTS, resorufin fluorescence | diaphorase resazurin-to-resorufin fluorescence, NADH, 16 min; bacterial (C. kluyveri) enzyme, not human | inhibition, % at 20 µM | hit rate 0.69% among 190,000;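 active = primary screen inhibition at 20 µM above a set limit, cut at about 50% in these data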;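 also: plate controls were DMSO with full reaction for no effect and wells lacking NADH for full effect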
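Test system: diaphorase enzyme from Clostridium kluyveri; amount: diaphorase at 0.14 U/mL in enzyme working solution; detection: fluorescence of resorufin formed from resazurin, Ex 544/Em 590 nm; times: reaction incubation of 16 min at room temperature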
S1P3 antag: S1P3 receptor antagonists, primary screen, cell-based; inhibition, % at 4.98 µM; CHO S1P3 NFAT-BLA reporter, FRET fluorescence, antagonist mode; hit rate 0.27% among 170,000;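 active = inhibition above the plate cutoff, the mean inhibition of test wells on that plate plus 3 SD, cut at about 28% in these data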;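 also: cells challenged with S1P at its EC80 of 0.8 µM; blue over green emission ratio from cleaved BLA substrate after 4 h stimulation; 0% = S1P-stimulated wells and 100% = unstimulated DMSO-only wells; some compounds past the cut are filed as inactive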
Target sequence (Q99500 whole entry, looked up): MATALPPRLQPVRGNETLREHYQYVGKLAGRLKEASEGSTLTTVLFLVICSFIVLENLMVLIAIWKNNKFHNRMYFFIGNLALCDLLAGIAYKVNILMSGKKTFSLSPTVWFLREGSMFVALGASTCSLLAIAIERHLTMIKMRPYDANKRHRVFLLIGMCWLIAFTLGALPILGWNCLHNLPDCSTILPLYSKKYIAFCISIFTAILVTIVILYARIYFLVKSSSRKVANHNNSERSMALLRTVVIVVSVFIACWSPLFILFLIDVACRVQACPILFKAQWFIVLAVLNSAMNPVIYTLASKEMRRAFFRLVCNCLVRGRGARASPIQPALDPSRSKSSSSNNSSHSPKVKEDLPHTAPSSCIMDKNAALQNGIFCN
Redox H2O2 prof: compounds producing H2O2 with reducing agent – biochemical, NIH compound library profiling, artefact control for MLSCN library redox annotation, primary screen; DTT-dependent redox cycling H2O2, phenol red/HRP absorbance; 100% = 100 µM peroxide control, 0% = buffer; activation, % at 10 µM; hit rate 0.03% among 200,000;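 active = activation of at least 50% relative to the plate's high and low controls in the primary single-dose screen; inactive = activation below 50%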;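 also: compound incubated with DTT at 0.8 mM final as the reducing agent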
G6PDH counter: L. mesenteroides G6PDH inhibitors, counter-screen for G6PDH-coupled screening assays, biochemical, Leuconostoc mesenteroides enzyme. glucose-6-phosphate dehydrogenase [Leuconostoc mesenteroides]. Purified L. mesenteroides G6PDH, diaphorase/resazurin coupled fluorescence, 45 min. inhibition, % at 5 µM. hit rate 0.12% among 200,000
PMI act: activators of human PMI, primary screen, biochemical, fluorescence intensity, near-Km mannose 6-phosphate | purified human PMI, coupled resazurin fluorescence, 20 min; hits give high values; 1 = vehicle control, 0 substrate-free wells | hit rate 0.005% among 190,000 | Mannose-6-phosphate isomerase (Homo sapiens), P34949 | AID 1214, 2008 | activation factor at 20 µM;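 active = activation factor of 2 or more at 20 µM, relative to plate controls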
Target sequence (P34949 whole entry, looked up): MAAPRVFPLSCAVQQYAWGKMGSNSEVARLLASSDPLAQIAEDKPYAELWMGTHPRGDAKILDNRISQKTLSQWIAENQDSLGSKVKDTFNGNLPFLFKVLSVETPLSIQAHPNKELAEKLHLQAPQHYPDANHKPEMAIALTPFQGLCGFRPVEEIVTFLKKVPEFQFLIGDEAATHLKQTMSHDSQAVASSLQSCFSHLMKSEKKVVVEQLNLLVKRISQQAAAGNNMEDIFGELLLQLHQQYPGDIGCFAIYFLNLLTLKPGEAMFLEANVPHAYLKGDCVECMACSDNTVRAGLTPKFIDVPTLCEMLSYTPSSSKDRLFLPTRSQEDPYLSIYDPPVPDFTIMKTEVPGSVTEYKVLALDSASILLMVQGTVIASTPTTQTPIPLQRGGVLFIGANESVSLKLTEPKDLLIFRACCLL
Diaphorase act: compounds boosting diaphorase resazurin reduction – biochemical, uHTS, resorufin fluorescence, counter-screen for diaphorase-coupled primary assays, primary screen; hit rate 0.005% among 190,000; AID 1229, 2008; Diaphorase/resazurin coupled assay, 16 min; hits give high values; 1 = vehicle wells, 0 = NADH-free wells; activation factor at 20 µM;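 active = diaphorase activity raised at least twofold by the compound at 20 µM; inactive = activation factor below 2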
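Material: purified diaphorase enzyme from Clostridium kluyveri / Medium: HEPES pH 7.4 buffer with MgCl2 and Tween 20 / Schedule: enzyme reaction of 16 min at room temperature / Measured by: resorufin fluorescence, excitation 544 nm, emission 590 nm / Evaluation: rise in resorufin formation, marking diaphorase activation or chemical reduction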
PMI act satM6P: human PMI activators, high substrate, primary screen, biochemical, fluorescence intensity, near-saturating mannose 6-phosphate | activation factor at 20 µM | Mannose-6-phosphate isomerase (Homo sapiens), P34949 | hit rate 0.34% among 190,000 | coupled PMI enzyme assay, resazurin fluorescence, 20 min; hits give high values; 1 = untreated enzyme, 0 = substrate-free blank;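 active = activation factor of 2 or more at 20 µM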
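Technique: Diaphorase-driven resazurin-to-resorufin fluorescence, excitation 544, emission 590 nm | Assay system: Human PMI in coupled enzyme assay | Times: Enzyme reaction with compound 20 min at room temperature | Medium: HEPES-buffered pH 7.4 with magnesium and detergent | Reagent: Mannose-6-phosphate 1.0 mM (near-saturating) plus 0.22 mM NADP+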
RAM inhibit: inhibitors of the yeast RAM network, primary screen, dse1pr::URA3 reporter, 5-FOA selection | S. cerevisiae dse1pr::URA3 reporter, 5-FOA growth OD615, 2 d; analog-sensitive cbk1-as2 kinase mutant strain | hit rate 1.8% among 190,000 | AID 868, 2007 | inhibition, % at 50 µM;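 active = inhibition above a set limit, 3 SD over mean compound inhibition, cut at about 8.4% in these data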;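 also: 0% = DMSO-only wells with no growth and 100% = 10 µM 1-NA-PP1 full growth; inhibition rescues growth on 5-FOA so higher OD means more RAM inhibition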
Hsp70 activator: Hsp70 transcriptional activators, primary screen, cell-based, HeLa, Hsp70 promoter luciferase, luminescence, 10 µM. hit rate 0.04% among 200,000. AID 1203, 2008. HeLa Hsp70 promoter luciferase reporter; scaled: vehicle 0, proteasome-inhibitor control 100%. activation, % at 10 µM;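 active = activation above the mean across all tested compounds plus 3 SD, cutoff set per campaign, cut at about 5.5% in these data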;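 also: 100% = MG132 at 30 µM as the positive control and 0% = DMSO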
Lmaj promast: Leishmania major promastigote growth inhibition, primary screen. Leishmania major promastigotes, resazurin fluorescence viability. inhibition, % at 10 µM. hit rate 9% among 200,000;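 also: promastigotes grown with compound for 44 hours at 28 °C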
Numbers without * were called inactive; · = not tested or not shown. Rule as the data show it, unless noted: active = inhibition above about 50%; inactive = the rest.

SMILES	TLR4 MyD88 comp	Diaph inh CS	S1P3 antag	Redox H2O2 prof	G6PDH counter	PMI act	Diaphorase act	PMI act satM6P	RAM inhibit	Hsp70 activator	Lmaj promast
COc1ccc(-n2nc(C(=O)NCC(=O)Nc3ccccn3)c3ccccc3c2=O)cc1	-28	8	·	-3.6	6	1	0.9	1	2.8	-0.1	-8
O=C(OCC(=O)N1CCCc2ccccc21)c1cnc(Cl)c(Cl)c1	23	-5	-10	0.4	-9	1	1	1	-0.8	-0.4	-6
CN(C)c1ccc(/C=N/NC(=O)c2cccc(N3CCCC3=O)c2)cc1	14	·	-9	-0.3	19	·	·	·	1.0	0.1	-4
Cc1c(Cl)cccc1NS(=O)(=O)c1ccc2c(c1)C1C=CCC1C(c1ccc(C(=O)O)cc1)N2 (stereo unspecified)	-14	59*	-3	0.0	19	1.5	0.4	1.4	7.7	0.0	-6
CCN(CC)C(=O)CSc1ncnc2c(-c3ccc(OC)cc3)nsc12	7	·	5	11	10	·	·	·	1.9	-0.4	-5
CCn1c(=O)cc(SCC(=O)N2CCN(C(=O)c3ccco3)CC2)c2ccccc21	5	7	·	2.2	0	1	0.9	1	1.2	0.1	7
CC(=O)Nc1nc(C)c(Cc2ccccc2)c(=O)[nH]1	0	21	-2	-0.3	5	1	0.8	0.9	0.0	-0.3	-6
CCCCCn1c(S(=O)(=O)O)nc2ccccc21	-5	9	-8	-2.1	6	0.9	0.9	1	0.8	0.2	-4
Cc1ccc(C)c(NC(=O)C(C)CC2COCCO2)c1 (stereo unspecified)	11	-2	·	-7.6	6	1.1	1	1.1	-0.7	-0.1	-2
C/C(=C\c1ccco1)C1C(C#N)=C(N)Oc2n[nH]c(-c3ccccc3)c21 (stereo unspecified)	-16	25	·	1.2	10	0.9	0.7	0.9	3.5	-0.3	38
CCn1nc([N+](=O)[O-])c(C(C#N)c2nc3cc(C(F)(F)F)ccc3s2)c(Cl)c1=O (stereo unspecified)	-2	24	·	0.3	7	0.7	0.8	0.8	1.2	0.2	-5
CCCCCN(C(=O)NC(=O)NCCCC)S(C)(=O)=O	4	9	5	3.1	5	1	0.9	1	-0.5	-0.3	-4
COc1cccc(C(=O)Nc2ccncc2)c1	20	1	-23	-0.9	3	1	1	1	0.4	-0.3	-3
Cc1cc(=O)[nH]c(N/N=C/CCc2ccccc2)n1	-12	12	-16	0.5	12	1.1	0.9	1.1	2.0	-0.2	-5
COc1ccc(/C=C/C(=O)c2c(O)ccc3c(C)cc(=O)oc23)cc1	3	12	-7	0.2	-12	1	0.9	1	3.8	-0.4	88*
COc1cc(NC(=S)NCCCN2CCOCC2)cc(OC)c1OC	-20	8	-4	-0.8	14	0.9	0.9	0.9	-0.6	-0.3	-1
CCOc1ncccc1C(=O)OCc1ccc(C(=O)OC)cc1	-1	6	-12	0.4	13	0.9	0.9	1	2.4	-0.3	-1
COC(=O)c1c(NC(=O)CSc2nncs2)sc2c1CCCCC2	-2	20	-6	0.8	-7	0.9	0.8	1	2.5	-0.4	-5
O=C(Nc1ccccc1)c1ccc(-c2ccccc2)s1	2	16	-34	-0.4	-4	1	0.8	1	2.3	0.2	-1
CS(=O)(=O)NCCCCNc1ccc(C(F)(F)F)cc1[N+](=O)[O-]	-14	12	9	-0.3	8	1	0.9	1.1	1.0	-0.1	9

Among those listed so far, five contain an aryl methoxy group:
SMILES	TLR4 MyD88 comp	Diaph inh CS	S1P3 antag	Redox H2O2 prof	G6PDH counter	PMI act	Diaphorase act	PMI act satM6P	RAM inhibit	Hsp70 activator	Lmaj promast
COc1ccc(-n2nc(C(=O)NCC(=O)Nc3ccccn3)c3ccccc3c2=O)cc1	-28	8	·	-3.6	6	1	0.9	1	2.8	-0.1	-8
CCN(CC)C(=O)CSc1ncnc2c(-c3ccc(OC)cc3)nsc12	7	·	5	11	10	·	·	·	1.9	-0.4	-5
COc1cccc(C(=O)Nc2ccncc2)c1	20	1	-23	-0.9	3	1	1	1	0.4	-0.3	-3
COc1ccc(/C=C/C(=O)c2c(O)ccc3c(C)cc(=O)oc23)cc1	3	12	-7	0.2	-12	1	0.9	1	3.8	-0.4	88*
COc1cc(NC(=S)NCCCN2CCOCC2)cc(OC)c1OC	-20	8	-4	-0.8	14	0.9	0.9	0.9	-0.6	-0.3	-1

The results go on:
SMILES	TLR4 MyD88 comp	Diaph inh CS	S1P3 antag	Redox H2O2 prof	G6PDH counter	PMI act	Diaphorase act	PMI act satM6P	RAM inhibit	Hsp70 activator	Lmaj promast
O=C(NCCn1cccc1)c1cccc2ccccc12	-7	11	0	2.5	1	0.9	0.9	1	-0.1	-0.1	-8
Cc1[nH]n(-c2ccccc2)c(=O)c1C(C[N+](=O)[O-])c1ccc(Cl)cc1 (stereo unspecified)	-3	35	4	-0.1	2	0.8	0.7	0.7	0.0	0.0	48
COc1ccc(/C=C2/Sc3ccc(C(=O)N4CCc5ccccc5C4)cc3NC2=O)cc1	1	0	-7	0.7	-13	0.8	1	0.9	3.8	-0.2	45
Cc1ccccc1NC(=O)NC(C)(C)CC(C)(C)C	-4	11	1	-0.4	-4	1	0.9	1	4.5	0.1	-6
O=C(COc1ccc2c(c1)OCO2)Nc1ccc2c(c1)oc1ccccc12	5	3	-8	0.8	-33	0.9	1	0.9	1.9	-0.3	-3
CCn1cc(CNCc2cn(C)nc2-c2ccc(C3CCCCC3)cc2)cn1	1	2	-18	-1.7	21	0.9	1	0.9	1.8	-0.1	95*
CC(C)n1nc(C(=O)Nc2nc3ccccc3[nH]2)c2ccccc2c1=O	-10	26	8	-2.3	1	0.9	0.7	0.9	6.9	0.0	50
COC(=O)Nc1ccc(S(=O)(=O)N2CCC(C(=O)N3CCCCC3C)CC2)cc1 (stereo unspecified)	3	9	-12	-3.0	8	1	0.9	1	0.4	-0.2	-12
Cc1ccccc1-c1noc(C2CCCCC2)n1	-8	4	·	0.2	-4	0.9	1	1	0.3	-0.1	-7
CC1CN(CC(=O)Nc2ccc([N+](=O)[O-])cc2Br)CC(C)O1 (stereo unspecified)	-5	6	-5	0.6	4	1	0.9	0.9	0.3	-0.2	4
Cc1ccc(C23CC4CC(CC(NC(=O)NCCN(C)C)(C4)C2)C3)cc1	-2	-4	·	0.1	4	1	1	1	0.3	-0.4	99*
CCOc1ccc(/C(O)=C2\C(=O)C(=O)N(CCOCCO)C2c2ccccc2OC)cc1 (stereo unspecified)	7	6	·	1.5	12	1	0.9	1	0.4	0.1	-7
COc1ccc(/C(C)=N/NC(=O)c2nc(C)cc(C)n2)cc1	-5	18	·	0.2	1	0.9	0.8	1	0.1	-0.4	12
COc1ccc(N=C2S/C(=C\c3ccc(N4CCOCC4)o3)C(=O)N2CCc2c[nH]c3ccccc23)cc1	4	22	·	2.1	16	0.8	0.8	0.7	6.3	0.6	100*
O=C(COc1ncnc2cc([N+](=O)[O-])ccc12)N(CCc1ccccc1)Cc1ccccc1	-6	6	-5	0.4	-4	1	0.9	0.8	3.0	-0.5	36
CCCNC(=O)C1CC(=O)N(c2ccc(OCC)cc2)C1 (stereo unspecified)	-5	7	-6	-0.4	3	1.1	0.9	1.1	0.4	-0.2	-2
CS(=O)(=O)N(CC(=O)N1CCCC1)c1cccc(Cl)c1	17	21	-7	-2.8	3	1	0.8	1	0.5	0.1	-7
COc1ccc(/C=C/CN2CCCC(C(=O)c3ccc(OC)c(F)c3)C2)cc1 (stereo unspecified)	6	-3	-7	-1.8	5	1	1	1.1	2.2	0.1	82*
CCOC(=O)N1CCC(NC(=O)c2cc3cc4cc(OC)ccc4nc3o2)CC1	-2	12	12	0.0	2	0.9	0.9	0.9	7.4	0.2	32
CCOC(=O)c1sc(NC(=O)CSc2nc(C)cc(C)n2)c(C#N)c1C	0	17	·	1.9	-4	1	0.8	0.9	1.4	-0.4	15
CN(C)CCNC(=O)NC1CCCCC1	13	8	13	0.0	-6	1.1	0.9	1.1	0.5	-0.1	-4
COc1ccccc1C(=O)Oc1ccc(N2C(=O)CCC2=O)cc1	-9	8	8	2.4	-3	0.9	0.9	0.9	-0.4	-0.2	-10
CCOc1ccc(NC(=O)CC2C(=O)NCCN2C(=O)c2ccc(Cl)cc2)cc1 (stereo unspecified)	5	8	12	-1.1	12	1	0.9	1	1.3	-0.1	-4
CCc1cc2cc(C)cc(C)c2nc1Cl	2	4	-7	-1.8	11	0.9	1	1	3.5	0.1	0
CCn1c(SCC(=O)N2CCN(c3ccc(Cl)cc3)CC2)nc2ccccc2c1=O	-12	22	17	2.3	-52	0.9	0.8	1.1	3.6	-0.1	0

Ordered by the number under PMI act (highest first): 3 from the list above.
Molecule	PMI act
CN(C)CCNC(=O)NC1CCCCC1	1.1
CCOc1ccc(NC(=O)CC2C(=O)NCCN2C(=O)c2ccc(Cl)cc2)cc1 (stereo unspecified)	1
CCn1c(SCC(=O)N2CCN(c3ccc(Cl)cc3)CC2)nc2ccccc2c1=O	0.9

Not a hit list (roughly 12% active in at least one column).
